High-throughput results: PubChem BioAssay, several laboratories
CendR NRP1 mod – modulators of CendR peptide binding to NRP-1, primary screen, biochemical, fluorescence polarization, uHTS; FAM-RPARPAR peptide binding to NRP-1; inhibition, % at 25 µM; hit rate 0.85% among 360,000; AID 602438, 2012;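 active = inhibition or corrected inhibition above about 18%, plus a signal ratio from 0.5 to 1.5, limit read from the data, passing the limit was not always enough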; also: strong numbers were not always called active
Neddylation inh – inhibitors of cullin neddylation, primary screen, biochemical, TR-FRET, uHTS, NAE and Ubc12 | calls only at 25 µM | hit rate 0.58% among 360,000 | AID 651699, 2012; in the data active = inhibition above about 36%
SKN-1 inh – suppressors of acrylamide-induced Pgst-4::GFP reporter in worms, primary screen, SKN-1 inhibitor project, whole organism, uHTS, GFP/RFP fluorescence ratio, strain VP596; AID 624304, 2012; C. elegans VP596 Pgst-4::GFP/RFP ratio, 24 h; hit rate 0.49% among 360,000; inhibition, % at 21.8 µM;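 active = interference check ratio from 0.5 to 1.5 plus GFP to RFP signal ratio inhibition reaching or exceeding a fixed threshold, cut at about 30% in these data, passing the limit was not always enough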; also: some compounds called inactive have numbers as strong as hits
eLon inh – inhibitors of E. coli Lon protease, primary screen, biochemical, fluorescence polarization. P0A9M0. purified E. coli Lon protease. inhibition, % at 7.94 µM. hit rate 0.42% among 360,000. AID 602123, 2011; in the data active = inhibition above about 13%, passing the limit was not always enough;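 also: 0% = enzyme with probe and DMSO and 100% = no enzyme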
MsrA act – bovine MsrA enzyme activators, primary screen, biochemical, absorbance, HTS; AID 602163, 2012; activation, % at 10.6 µM; hit rate 0.3% among 360,000; Methionine sulfoxide reductase A (Bos taurus); purified bovine MsrA, absorbance read-out; in the data active = activation above about 7.5%;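 also: 0% = vehicle and 100% = reference activator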
Rin1-Abl PPI inh – inhibitors of Rin1-Abl protein binding, primary screen, biochemical, TR-FRET; AID 588664, 2011; inhibition, % at 7.35 µM; hit rate 0.4% among 360,000; in the data active = inhibition above about 5%, passing the limit was not always enough
MT1-MMP act inh – blockers of MT1-MMP proenzyme processing, primary screen, HT1080 RFP-PRO-GFP cells, GFP/RFP fluorescence | Matrix metalloproteinase-14 (Homo sapiens), P50281 | GFP/RFP ratio fluorescence, overnight; percent of plate control window, DMSO zero | GFP/RFP ratio change, % at 20 µM | hit rate 0.061% among 360,000;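 active = GFP/RFP ratio change of at least 30% with cell ATP level not reduced by more than half and red fluorescence within 50% of control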; also: strong numbers were not always called active
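Read-out: GFP/RFP fluorescence ratio; Test system: RFP-PRO-GFP reporter HT1080 cells; Compound dosing: single-point 20 µM compound, 1% DMSO; Times: overnight compound exposure at 37 °C.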
FAS-TE inh – FAS thioesterase domain inhibitors, primary screen, biochemical, fluorescence intensity, uHTS; Fatty acid synthase (Homo sapiens), P49327; recombinant FAS-TE, OMFH fluorogenic substrate, fluorescence endpoint; inhibition, % at 15 µM; hit rate 0.67% among 360,000;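 active = compounds whose normalised, plate-corrected inhibition of enzyme fluorescence in the single-dose primary screen is 50% or more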;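 also: 0% = DMSO with enzyme and 100% = substrate without enzyme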
Target sequence (P49327 whole entry, looked up, the tested form may be a part): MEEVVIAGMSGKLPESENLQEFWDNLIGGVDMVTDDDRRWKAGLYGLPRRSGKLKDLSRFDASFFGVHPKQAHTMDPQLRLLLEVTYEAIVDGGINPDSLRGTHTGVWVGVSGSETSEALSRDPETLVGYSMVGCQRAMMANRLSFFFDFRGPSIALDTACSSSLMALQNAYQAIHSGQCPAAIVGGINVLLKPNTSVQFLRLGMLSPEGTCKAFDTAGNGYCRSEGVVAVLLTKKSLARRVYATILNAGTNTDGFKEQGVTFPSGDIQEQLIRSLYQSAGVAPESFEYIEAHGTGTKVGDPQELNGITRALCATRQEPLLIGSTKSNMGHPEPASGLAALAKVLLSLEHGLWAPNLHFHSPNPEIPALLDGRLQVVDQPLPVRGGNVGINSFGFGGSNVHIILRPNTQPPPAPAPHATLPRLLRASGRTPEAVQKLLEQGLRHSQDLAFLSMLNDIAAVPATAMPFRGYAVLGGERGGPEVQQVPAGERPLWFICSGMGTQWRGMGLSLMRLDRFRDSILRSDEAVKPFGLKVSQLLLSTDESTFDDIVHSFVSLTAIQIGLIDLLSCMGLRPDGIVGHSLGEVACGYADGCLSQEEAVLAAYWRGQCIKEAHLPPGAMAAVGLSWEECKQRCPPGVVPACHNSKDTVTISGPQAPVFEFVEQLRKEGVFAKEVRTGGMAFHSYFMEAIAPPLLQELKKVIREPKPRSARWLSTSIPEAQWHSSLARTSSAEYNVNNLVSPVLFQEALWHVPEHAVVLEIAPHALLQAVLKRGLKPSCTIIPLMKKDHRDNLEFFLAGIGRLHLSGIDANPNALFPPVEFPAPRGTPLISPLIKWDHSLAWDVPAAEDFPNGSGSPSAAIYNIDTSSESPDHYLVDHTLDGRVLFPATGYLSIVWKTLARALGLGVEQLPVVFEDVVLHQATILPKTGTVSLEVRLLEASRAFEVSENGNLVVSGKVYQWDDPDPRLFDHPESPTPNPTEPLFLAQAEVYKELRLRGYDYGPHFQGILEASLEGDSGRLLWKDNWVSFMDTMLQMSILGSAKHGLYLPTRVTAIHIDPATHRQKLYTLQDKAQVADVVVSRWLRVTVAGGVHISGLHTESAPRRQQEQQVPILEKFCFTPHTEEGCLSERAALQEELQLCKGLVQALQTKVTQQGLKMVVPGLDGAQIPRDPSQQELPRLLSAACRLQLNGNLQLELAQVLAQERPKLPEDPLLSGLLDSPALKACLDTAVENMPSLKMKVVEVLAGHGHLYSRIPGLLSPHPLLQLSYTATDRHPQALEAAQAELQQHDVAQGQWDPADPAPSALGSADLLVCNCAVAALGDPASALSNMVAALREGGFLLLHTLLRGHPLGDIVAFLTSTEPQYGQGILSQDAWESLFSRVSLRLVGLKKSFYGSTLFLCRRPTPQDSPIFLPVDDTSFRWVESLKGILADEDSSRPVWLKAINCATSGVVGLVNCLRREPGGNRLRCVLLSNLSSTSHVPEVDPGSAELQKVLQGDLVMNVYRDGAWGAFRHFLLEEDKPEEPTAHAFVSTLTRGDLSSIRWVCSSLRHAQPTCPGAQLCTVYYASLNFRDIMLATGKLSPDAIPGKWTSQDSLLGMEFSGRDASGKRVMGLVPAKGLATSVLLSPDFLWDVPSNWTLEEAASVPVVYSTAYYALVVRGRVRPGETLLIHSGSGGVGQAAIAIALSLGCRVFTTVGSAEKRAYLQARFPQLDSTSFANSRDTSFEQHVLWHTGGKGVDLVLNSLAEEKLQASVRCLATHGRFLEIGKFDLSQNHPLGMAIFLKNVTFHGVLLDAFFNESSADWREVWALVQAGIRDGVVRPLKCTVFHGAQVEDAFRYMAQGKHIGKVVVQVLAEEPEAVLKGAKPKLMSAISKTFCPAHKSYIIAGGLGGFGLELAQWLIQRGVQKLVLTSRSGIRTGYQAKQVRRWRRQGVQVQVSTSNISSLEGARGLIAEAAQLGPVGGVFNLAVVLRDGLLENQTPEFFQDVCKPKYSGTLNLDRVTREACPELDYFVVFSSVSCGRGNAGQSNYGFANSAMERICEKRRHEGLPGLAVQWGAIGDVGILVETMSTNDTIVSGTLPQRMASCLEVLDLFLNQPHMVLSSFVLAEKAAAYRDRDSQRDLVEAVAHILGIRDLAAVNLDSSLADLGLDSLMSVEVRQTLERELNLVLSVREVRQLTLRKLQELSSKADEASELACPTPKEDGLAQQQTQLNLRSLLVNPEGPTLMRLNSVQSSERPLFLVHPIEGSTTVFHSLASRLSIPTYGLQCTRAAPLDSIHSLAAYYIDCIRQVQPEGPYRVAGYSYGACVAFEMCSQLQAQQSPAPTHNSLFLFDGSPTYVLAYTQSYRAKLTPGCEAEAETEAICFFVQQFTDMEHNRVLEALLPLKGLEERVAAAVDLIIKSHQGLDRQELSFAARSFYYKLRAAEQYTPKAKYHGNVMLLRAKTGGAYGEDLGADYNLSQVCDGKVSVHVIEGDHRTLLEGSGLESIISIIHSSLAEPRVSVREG
PABP1 MLLE inh – inhibitors of PABP1 MLLE–PAM2 peptide binding, primary screen, biochemical, fluorescence polarization, FITC-PAM2, GST-MLLE; inhibition, % at 20 µM; hit rate 0.36% among 360,000; Polyadenylate-binding protein 1 (Homo sapiens), P11940; in the data active = inhibition above about 35%, passing the limit was not always enough;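 also: plate controls were DMSO wells with GST-MLLE for no effect and wells lacking GST-MLLE protein for full effect; some results filed as inactive read as strong as hits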
Numbers without * were called inactive; i = inactive; . = not tested or not shown; + = active, no number.

item	mol	CendR NRP1 mod	Neddylation inh	SKN-1 inh	eLon inh	MsrA act
1	CCOc1cc(S(=O)(=O)Nc2ccc(CC)cc2)ccc1Cl	4	i	-17	0	1
2	COc1ccc(C2OCC3(CO2)SC(N)=NC3=O)cc1 (stereo not drawn)	-1	i	12	-7	-1
3	CC(C)Nc1ccc(C(CC(N)=O)NC(=O)Cc2ccc(Cl)cc2)cc1[N+](=O)[O-] (stereo not drawn)	1	i	2	1	-3
4	CC(=O)C1=C(O)CC(C)(C)CC1=NCc1nc2ccccc2[nH]1	-2	i	10	4	-2
5	O=C(CN1CCOCC1)Nc1ccc(C2CCCCC2)cc1	7	i	11	4	0
6	CCOC(=O)Cc1csc(NC(=O)CN(C)S(=O)(=O)c2ccc3c(c2)CCC(=O)N3)n1	-6	i	2	-11	-2
7	c1ccc(C2=Nn3c(nnc3-c3ccccn3)SC2)cc1	3	i	25	5	-1
8	CCN(CC(=O)NC(C)(C)C)Cc1nc2c(Br)cc(Br)cc2c(=O)[nH]1	-7	i	-7	0	-5
9	CC(=O)Nc1ccc(NC(=O)c2c(C)nn(Cc3ccccc3Cl)c2C)cc1	10	i	12	-4	-13
10	O=C(CSc1ncnc2ccccc12)Nc1ccc2c(c1)OCCO2	-15	i	6	-10	0
11	O=C(Nc1cc(=O)c2ccccc2o1)N1CCOCC1	13	i	-12	2	-9
12	O=C(Nc1cccc2c1CCCC2)c1ccccc1Br	-3	i	-2	-6	1

item	Rin1-Abl PPI inh	MT1-MMP act inh	FAS-TE inh	PABP1 MLLE inh
1	1	0	40	-3
2	-2	-1	-5	1
3	-4	10	-4	7
4	4	1	-3	16
5	-2	-4	-7	-6
6	1	1	-6	9
7	-5	.	-4	11
8	-9	3	-1	4
9	0	.	-4	-3
10	-2	1	0	17
11	2	3	-7	-8
12	2	0	-5	-6

Along the list, from the results shown:
Entries 1–11 in PABP1 MLLE inh: -3, 1, 7, 16, -6, 9, 11, 4, -3, 17, -8

The list continues.
item	mol	CendR NRP1 mod	Neddylation inh	SKN-1 inh	eLon inh	MsrA act
13	Cc1c(Br)ccc(NC(=O)Cn2nc(-c3cccs3)ccc2=O)c1C	-16	i	9	-9	-2
14	OC1(c2cccnc2)CCN(Cc2nnnn2Cc2ccccc2)CC1	-12	i	-9	6	-2
15	CCC1COC(c2cccn2Cc2ccccc2Cl)=N1 (stereo not drawn)	10	i	7	1	-3
16	CCc1nc(Sc2nnnn2-c2ccccc2)c2c3c(sc2n1)CCCC3	-2	i	0	6	-2
17	COc1cc(C(=O)OCCNC(=O)c2ccccc2)cc(OC)c1OC	3	i	-20	2	-2
18	CC12CCC(c3n[nH]c(=S)nc31)C2(C)C (stereo not drawn)	7	i	-6	3	3
19	CCOC(=O)N1CCN(C(=O)CN(Cc2ccccc2)S(=O)(=O)c2ccc(OC)c(C)c2)CC1	4	i	-17	-4	-10
20	COc1cc(C)ccc1OCc1cc(C(=O)N2CCCCCC2)no1	1	i	16	-11	-2
21	N#Cc1cccc(N=Cc2c(O)ccc3ccccc23)c1	6	i	-5	-3	-1
22	CC(C)C[C@@H]1Cc2[nH][nH]c(=O)c2[C@H](C)O1	-12	i	-16	8	-7
23	COc1cc(/C=N\NC(=O)c2c(C)nc3cc(C)ccn23)ccc1O	10	i	10	1	-11
24	Cc1cc(C(=O)Nc2ccc(C(=O)O)cc2)c(C)o1	4	i	18	2	2

item	Rin1-Abl PPI inh	MT1-MMP act inh	FAS-TE inh	PABP1 MLLE inh
13	1	1	38	-11
14	1	0	-4	-2
15	-2	0	29	9
16	0	-10	29	-22
17	2	6	-4	13
18	-2	-1	-11	25
19	1	2	7	0
20	1	0	-2	11
21	-4	6	-10	18
22	.	4	-10	.
23	1	10	-8	4
24	1	0	-4	10

Quoted at random: two records from the list.
item	mol	CendR NRP1 mod	Neddylation inh	SKN-1 inh	eLon inh	MsrA act
3	CC(C)Nc1ccc(C(CC(N)=O)NC(=O)Cc2ccc(Cl)cc2)cc1[N+](=O)[O-] (stereo not drawn)	1	i	2	1	-3
13	Cc1c(Br)ccc(NC(=O)Cn2nc(-c3cccs3)ccc2=O)c1C	-16	i	9	-9	-2

item	Rin1-Abl PPI inh	MT1-MMP act inh	FAS-TE inh	PABP1 MLLE inh
3	-4	10	-4	7
13	1	1	38	-11

The results go on.
item	mol	CendR NRP1 mod	Neddylation inh	SKN-1 inh	eLon inh	MsrA act
25	COc1cccc(CN2CCNC(=O)C2CC(=O)NCCCC2CCCC2)c1OC (stereo not drawn)	-1	i	11	-3	-3
26	Cn1cc([N+](=O)[O-])c(C(=O)N2CCCCCC2)n1	6	i	9	4	-3
27	COc1ccc(C(=O)N/N=C(\C)CC(=O)Nc2ccc(N(C)C)cc2)c(OC)c1	10	i	11	-14	-1
28	CCOc1ccccc1N1CCN(CC(=O)Nc2ccccc2C(=O)NC2CC2)CC1	-2	i	6	6	-4
29	CC1CN(CC(=O)Nc2cc(S(=O)(=O)N3CCCC3)ccc2Cl)CC(C)O1 (stereo not drawn)	15	i	5	9	-4
30	COc1ncnc2c1ncn2CCCNCc1ccccc1	-4	i	0	-2	-1
31	Cc1ccc(NC(=O)Nc2ccccc2)nc1	1	i	11	-6	-1
32	COc1cc(/C=C2/C(=N)N3C=CSC3=NC2=O)ccc1OCCCOc1cc(C)ccc1C	8	i	6	-14	-1
33	O=C1C2C3C=CC(O3)C2C(=O)N1N=Cc1ccc2c(c1)OCO2 (stereo not drawn)	9	i	13	-14	-1
34	CCOC(=O)C1=C(C)NC(C)=C(C(=O)OCC)C1C(=O)OCC(=O)NC1CCCCC1	10	+	-5	3	-8
35	O=C(Nc1ccccc1N1CCOCC1)c1ccc(Cl)c(S(=O)(=O)NCc2ccco2)c1	16	i	-10	-1	3
36	Cc1ccc(N(C)S(=O)(=O)c2cccc(C(=O)NCCCN3CCCC3=O)c2)cc1	-4	i	11	1	-2

item	Rin1-Abl PPI inh	MT1-MMP act inh	FAS-TE inh	PABP1 MLLE inh
25	2	1	17	6
26	-3	-1	-4	-3
27	0	4	0	-4
28	-2	5	-1	2
29	1	5	-5	13
30	-1	2	-8	3
31	1	-1	0	0
32	0	-12	-2	-11
33	3	6	-7	-3
34	2	-1	4	11
35	-2	-3	0	-5
36	1	3	-6	-1

Next section.
item	mol	CendR NRP1 mod	Neddylation inh	SKN-1 inh	eLon inh	MsrA act
37	CCCC(=O)N1CCC1(C)C(=O)NS(=O)(=O)c1ccccc1Cl (stereo not drawn)	-9	i	11	1	-2
38	CC(C)NC(=O)C1CCN(Cc2cnn(-c3ccccc3)c2-n2cccc2)CC1	16	i	-4	1	-1
39	O=C(NCc1ccco1)c1ccc(COCC(F)(F)C(F)F)cc1	-3	i	14	9	-2
40	Cc1ccc(NC(=O)C2(C)CCN2Cc2cccc3c2OCO3)cc1O (stereo not drawn)	-2	i	7	2	1
41	Clc1ccc2nc(N3CCCCC3)sc2c1	-8	i	57*	-14	-2
42	Cc1nnc(SCC(=O)NC(C)(C)C)n1NCc1c(F)cccc1Cl	2	i	0	4	-7
43	CC(=O)Nc1cc2c3ccccc3n(C)c2cc1[N+](=O)[O-]	3	i	20	7	2
44	Cc1ccc2oc(C(=O)Nc3ccc(S(=O)(=O)Nc4onc(C)c4C)cc3)cc(=O)c2c1	-6	i	19	-2	-3
45	CCCSc1cc(NCCOC(=O)CCC)c([N+](=O)[O-])c2nonc12	4	i	1	6	-1
46	COCCN(CC(=O)Nc1cccc(C)c1)S(=O)(=O)c1ccc(S(=O)(=O)N2CCCC2)cc1	-4	i	9	10	-2
47	Cn1c(=O)c2c(nc(SCC(=O)O)n2Cc2cccc(C(F)(F)F)c2)n(C)c1=O	-4	i	-8	10	-5
48	C/C(CC(=O)Nc1ccc2c(c1)OCCO2)=N\NC(=O)c1ccc([N+](=O)[O-])cc1Cl	5	i	2	7	-1

item	Rin1-Abl PPI inh	MT1-MMP act inh	FAS-TE inh	PABP1 MLLE inh
37	-3	1	-1	1
38	0	1	-6	0
39	0	5	-4	-5
40	1	7	6	14
41	-7	3	14	-10
42	0	1	-6	-11
43	-20	7	-5	-2
44	-2	0	-5	4
45	-5	0	51*	-6
46	-3	0	-6	-7
47	-2	2	2	-132
48	1	-1	5	17

Next section, starting with the last 6 of the part before.
item	mol	CendR NRP1 mod	Neddylation inh	SKN-1 inh	eLon inh	MsrA act
43	CC(=O)Nc1cc2c3ccccc3n(C)c2cc1[N+](=O)[O-]	3	i	20	7	2
44	Cc1ccc2oc(C(=O)Nc3ccc(S(=O)(=O)Nc4onc(C)c4C)cc3)cc(=O)c2c1	-6	i	19	-2	-3
45	CCCSc1cc(NCCOC(=O)CCC)c([N+](=O)[O-])c2nonc12	4	i	1	6	-1
46	COCCN(CC(=O)Nc1cccc(C)c1)S(=O)(=O)c1ccc(S(=O)(=O)N2CCCC2)cc1	-4	i	9	10	-2
47	Cn1c(=O)c2c(nc(SCC(=O)O)n2Cc2cccc(C(F)(F)F)c2)n(C)c1=O	-4	i	-8	10	-5
48	C/C(CC(=O)Nc1ccc2c(c1)OCCO2)=N\NC(=O)c1ccc([N+](=O)[O-])cc1Cl	5	i	2	7	-1
49	CCOC(=O)c1[nH]cnc1C(=O)Nc1ccccc1OC	0	i	-2	2	-5
50	O=C(NCCOc1ccccc1)c1ccccc1SCC(=O)N1CCCC1	1	i	-7	-8	-5
51	N#Cc1ccc(C(=O)NCC2CCCCC2)cc1	-4	i	9	-6	0
52	COC(=O)c1sc(NC(=S)NC(=O)c2ccccc2C)nc1C	-8	i	-12	1	-6
53	CCCn1c(SCC(=O)Nc2cc(C)on2)nc2c1c(=O)n(C)c(=O)n2C	-2	i	2	2	-2
54	COC(=O)C[C@@H]1C=C[C@@H](NC(=O)c2cccnc2)[C@@H](CO)O1	11	i	-5	.	.
55	Cc1c(C(=O)N2CCN(c3ccccn3)CC2)sc2ncnc(N3CCN(c4ccccc4)CC3)c12	-4	i	15	-6	-4
56	Cc1ccc(CN2CCC(N3CCC(C(=O)NCC4CCCO4)CC3)CC2)o1 (stereo not drawn)	-1	i	3	-2	-12
57	O=C(N/N=C/c1cn(-c2ccccc2)nc1-c1cc2ccccc2o1)c1ccccc1Br	5	i	8	3	-1
58	COc1ccc2cc(-c3nc4ccccc4n3C)c(=O)oc2c1	-15	.	7	-8	-5
59	COc1cccc(NC(=O)CN(C)C(=O)c2ccc(N3CCCCC3)c([N+](=O)[O-])c2)c1	-14	i	3	-6	-1
60	Cc1ccc(S(=O)(=O)N2[C@H](CC(=O)c3ccc(F)cc3)OC[C@@H]2C)cc1	0	i	0	.	.
61	O=C(c1cc(F)ccc1F)C1CCCN(C(=O)CCN2CCCCO2)C1 (stereo not drawn)	0	i	3	0	-1

item	Rin1-Abl PPI inh	MT1-MMP act inh	FAS-TE inh	PABP1 MLLE inh
43	-20	7	-5	-2
44	-2	0	-5	4
45	-5	0	51*	-6
46	-3	0	-6	-7
47	-2	2	2	-132
48	1	-1	5	17
49	2	5	-4	7
50	2	1	-3	8
51	2	2	1	1
52	1	3	5	36
53	-2	-2	-2	0
54	.	-4	.	.
55	-1	2	5	0
56	-1	.	0	-8
57	0	0	9	-4
58	-4	7	-6	-5
59	-5	4	7	-2
60	.	3	.	.
61	6	-1	0	-4
